Rpn11 block: blocks the human proteasome subunit Rpn11; O00487; human 26S proteasome, Ub4-pepOG fluorescence polarization; 20S core pre-blocked with epoxomicin; calls only at 20 µM; 360,000 compounds, 0.59% hits; AID 588493;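 active = inhibition at 20 µM, scaled to each plate's controls, above about 33%, limit read from the data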
Target sequence (O00487 whole entry, looked up): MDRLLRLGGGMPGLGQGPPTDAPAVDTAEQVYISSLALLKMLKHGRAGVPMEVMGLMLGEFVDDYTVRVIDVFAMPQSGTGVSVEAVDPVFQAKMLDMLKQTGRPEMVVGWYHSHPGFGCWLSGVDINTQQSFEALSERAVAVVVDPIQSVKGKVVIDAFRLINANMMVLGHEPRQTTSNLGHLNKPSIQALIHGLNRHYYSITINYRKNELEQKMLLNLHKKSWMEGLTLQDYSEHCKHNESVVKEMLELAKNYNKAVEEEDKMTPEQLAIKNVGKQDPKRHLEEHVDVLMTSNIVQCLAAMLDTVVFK
SUMO1-SIM PPI: modulators of human SUMO1-mediated protein-protein interactions; SUMO1 binding to a labelled peptide, TR-FRET, 1 h; inhibition, % at 20 µM; 360,000 compounds, 0.33% hits; P63165; in the data active = inhibition above about 37%
STEP block: blocks human striatal-enriched tyrosine phosphatase | AID 588621 | inhibition, % at 20 µM | P54829 | recombinant STEP, OMFP fluorogenic substrate, fluorescence | 360,000 compounds, 0.25% hits;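 active = inhibition at 20 µM, scaled per plate between control wells, above about 37%, limit read from the data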;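 also: 0% = DMSO with enzyme and substrate and 100% = substrate only without enzyme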
Target sequence (P54829 whole entry, looked up): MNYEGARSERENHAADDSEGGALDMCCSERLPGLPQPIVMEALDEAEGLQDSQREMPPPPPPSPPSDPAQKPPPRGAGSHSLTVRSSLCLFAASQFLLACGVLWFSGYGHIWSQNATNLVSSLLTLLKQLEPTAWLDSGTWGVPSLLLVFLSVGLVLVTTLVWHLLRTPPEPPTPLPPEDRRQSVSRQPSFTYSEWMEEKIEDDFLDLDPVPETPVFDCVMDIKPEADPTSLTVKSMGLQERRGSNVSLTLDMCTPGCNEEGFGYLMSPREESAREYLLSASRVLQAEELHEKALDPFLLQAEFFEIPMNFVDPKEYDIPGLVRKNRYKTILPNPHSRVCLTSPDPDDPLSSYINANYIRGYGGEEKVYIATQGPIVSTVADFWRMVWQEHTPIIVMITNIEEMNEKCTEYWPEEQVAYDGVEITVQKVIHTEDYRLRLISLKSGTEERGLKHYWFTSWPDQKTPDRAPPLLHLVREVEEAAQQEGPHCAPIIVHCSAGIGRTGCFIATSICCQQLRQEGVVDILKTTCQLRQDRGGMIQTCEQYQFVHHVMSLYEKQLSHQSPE
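Also added – OMFP at 25 µM · Test system – STEP tyrosine phosphatase · Technique – FITC-channel fluorescence of OMFP product · Schedule – 20 min at room temperature, dark · Evaluation – control-normalized % inhibition with plate pattern correction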
LMPTP inh: LMPTP (human) inhibition | 360,000 compounds, 0.22% hits | recombinant LMPTP-A, OMFP fluorogenic substrate, fluorescence intensity | AID 651560 | inhibition, % at 20 µM;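 active = compounds that cut the enzyme signal by at least half of the control window in the single-dose screen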;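 also: plate controls were DMSO wells with enzyme plus substrate for no effect and substrate without enzyme for full effect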
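Material: LMPTP-A; amount: 0.625 nM enzyme; doses: single 20 µM dose; times: reaction 50 min, room temperature, dark; technique: fluorescence intensity of OMFP turnover product; benchmarks: no-enzyme and uninhibited controls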
NadD inh: NadD (S. aureus) enzyme inhibition | purified NadD enzyme, colorimetric absorbance read-out | inhibition, % at 20 µM | 360,000 compounds, 0.78% hits | AID 602399; in the data active = inhibition above about 26%; also: some compounds past the cut are filed as inactive
DNMT1 block: blocks human DNA methyltransferase DNMT1; DNMT1 molecular beacon, Hinp1I cleavage, fluorescence; inhibition (reported as % activation of signal), % at 10 µM; 360,000 compounds, 0.83% hits; AID 588458; in the data active = inhibition above about 50%
CSN deneddyl inh: inhibitors of human CSN-mediated cullin deneddylation; Q92905; Purified CSN, SCF-Nedd8-OG deneddylation, fluorescence polarization; inhibition, % at 12.5 µM; 360,000 compounds, 0.38% hits; AID 651999;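 active = pattern-corrected inhibition above about 35%, with an unprinted fluorescence ratio check between 0.5 and 1.5, limit read from the data, passing the limit was not always enough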;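 also: 0% = enzyme with substrate and 100% = substrate without enzyme; some results filed as inactive read as strong as hits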
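Assay system: Purified human Csn5 enzyme expressed in HEK293T cells | Amount: Enzyme 0.24 nM | Measured by: Fluorescence polarization readout | Medium: Tris/NaCl/DTT buffer, pH 7.5 | Compound dosing: One concentration, 12.5 µM, 0.25% DMSO | Times: 90 min incubation of compound, enzyme and substrate at room temperature | Control set: no-enzyme wells high, enzyme-with-substrate wells low | Read-out: % inhibition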
TbMetRS inhib: blocks T. brucei methionyl-tRNA synthetase activity; 360,000 compounds, 0.4% hits; inhibition, % at 11.9 µM; purified T. brucei MetRS, ATP depletion, Kinase-Glo luminescence;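 active = inhibition above a per-plate cutoff of the control wells' mean inhibition plus 3 SD, cut at about 5.5% in these data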;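 also: 0% = DMSO wells median and 100% = median of wells with control inhibitor compound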
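Test system: purified T. brucei MetRS enzyme. Also added: ATP, methionine and E. coli bulk tRNA substrates. Compound: 11.9 µM single point. Schedule: 15 min enzyme-compound preincubation, 2 h reaction, 10 min detection, 25 °C. Signal: luciferase luminescence of residual ATP, Kinase-Glo. Evaluation: percent inhibition versus plate control medians. Controls: DMSO wells, low control.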
Scp-1 inhibitor: Scp-1 (human) phosphatase inhibition. Q9GZU7. Recombinant Scp1, phosphopeptide, malachite green phosphate absorbance. inhibition, % at 20 µM. 340,000 compounds, 0.88% hits. AID 493091;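 active = inhibition above about 50% at 20 µM, limit read from the data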;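 also: plate controls were DMSO wells with enzyme for no effect and wells lacking enzyme for full effect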
Target sequence (Q9GZU7 76-261 limits assumed): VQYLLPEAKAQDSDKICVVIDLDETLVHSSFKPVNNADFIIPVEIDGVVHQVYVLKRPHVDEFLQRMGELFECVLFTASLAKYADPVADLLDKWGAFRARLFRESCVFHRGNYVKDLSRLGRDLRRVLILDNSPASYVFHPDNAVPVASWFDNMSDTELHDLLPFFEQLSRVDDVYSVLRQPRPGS
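System: truncated SCP-1 phosphatase (76-261aa); medium: Tris acetate buffer pH 5.5 with MgCl2 and Tween-20; incubation: 45 min room-temperature reaction, 5 min colour, 30 min stabiliser; compound: single 20 µM dose, 1% DMSO; reagent: Phosphorylated 17-residue peptide substrate; read-out: % inhibition at 20 µM; technique: colorimetric free-phosphate detection, absorbance 630 nm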
MsrA inhibitor: bovine MsrA inhibition. purified bovine MsrA, absorbance read-out. inhibition, % at 15.5 µM. 360,000 compounds, 0.75% hits; in the data active = inhibition above about 4.5%;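 also: 0% = vehicle wells with enzyme and 100% = reference inhibitor wells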
Starred values were filed as active, the others as inactive; i = inactive; / = not tested or not shown.

SMILES | Rpn11 block | SUMO1-SIM PPI | STEP block | LMPTP inh | NadD inh | DNMT1 block | CSN deneddyl inh | TbMetRS inhib | Scp-1 inhibitor | MsrA inhibitor
CC(=O)Nc1cccc(-c2ccnc3c2CC(C(=O)NCC2CCOCC2)O3)c1 (configuration not stated) | i | 9 | -2 | -1.7 | 2 | -3 | 5 | 0.0 | / | 1.2
Cc1cc(C)nc(SCC(=O)c2ccc(F)cc2F)n1 | i | 5 | 0 | -0.6 | 1 | -3 | -6 | -0.6 | -7 | 0.5
CC(C)(C)NC(=O)NC(=O)COC(=O)Cn1cnc2ccccc2c1=O | i | 4 | -2 | 0.7 | -9 | -5 | -6 | -0.3 | -6 | -0.1
COc1ccc(C(=O)N/C(=C\c2ccccc2)C(=O)NCCCn2ccnc2)cc1 | i | 5 | -2 | -4.3 | -6 | 0 | -1 | -0.4 | -8 | -1.1
COC(=O)c1nnn(-c2nonc2N)c1CSc1nnc(C)s1 | i | 0 | -2 | -1.1 | -8 | -2 | 2 | -0.6 | 51* | -0.4
CC(C)(C)NC(=O)C(OC(=O)c1ccco1)c1ccccc1F (configuration not stated) | i | -1 | 3 | -1.5 | -6 | 1 | 1 | -0.4 | -1 | 0.1
CCn1cc(CN2CCN(Cc3ccc(C)o3)C(CCO)C2)c2ccccc21 (configuration not stated) | i | -3 | 0 | -0.7 | -8 | -1 | -11 | 0.2 | -5 | 1.0
Cc1cc(C(=O)OCC(=O)Nc2cccc([N+](=O)[O-])c2)c(C)o1 | i | -14 | -2 | 1.2 | -4 | 1 | 2 | -0.2 | -10 | -1.1
COc1cccc(Oc2nnnn2-c2ccccc2)c1 | i | -1 | -2 | -0.3 | 0 | 0 | -4 | 0.3 | -11 | 4.7*
CC[C@]12C(=O)N(C)C[C@H]([C@@H]3C(=O)N(C)C(=O)[C@@H]31)N2C(=O)c1ccc(F)cc1 | i | 4 | 3 | -1.6 | -4 | -4 | 1 | 0.1 | -5 | 0.7
O=C1CCCCN1CC(=O)N1CCCC(Nc2ccc(F)c(F)c2)C1 (configuration not stated) | i | 3 | -1 | -1.4 | 2 | -1 | -3 | 0.0 | -6 | 1.0
S=C(Nc1ccc(Cl)cc1)N1CCCCC1 | i | 2 | -1 | -2.3 | -3 | 7 | -7 | 0.1 | -2 | 0.9
C/C=C\C(=O)Nc1cccc(C2=NOC3(C2)C[C@H](C(N)=O)N(C(=O)/C=C/CC)C3)c1 (some centres not stated) | i | -4 | -3 | 3.4 | 0 | -2 | 98 | -0.3 | -3 | 0.6
Cc1c(C(c2ccccc2O)c2c(C)n(C)n(-c3ccccc3)c2=O)c(=O)n(-c2ccccc2)n1C | i | 0 | -1 | -0.4 | 11 | 0 | 4 | 1.2 | 10 | -0.1
O=C(CN(Cc1ccc(Cl)cc1)S(=O)(=O)c1ccccc1)NCC1CCCO1 (configuration not stated) | i | 0 | 1 | 0.4 | 6 | -1 | -1 | -0.4 | -9 | -1.4

Four compounds drawn at random from the list so far, as already listed:
SMILES | Rpn11 block | SUMO1-SIM PPI | STEP block | LMPTP inh | NadD inh | DNMT1 block | CSN deneddyl inh | TbMetRS inhib | Scp-1 inhibitor | MsrA inhibitor
O=C1CCCCN1CC(=O)N1CCCC(Nc2ccc(F)c(F)c2)C1 (configuration not stated) | i | 3 | -1 | -1.4 | 2 | -1 | -3 | 0.0 | -6 | 1.0
COc1ccc(C(=O)N/C(=C\c2ccccc2)C(=O)NCCCn2ccnc2)cc1 | i | 5 | -2 | -4.3 | -6 | 0 | -1 | -0.4 | -8 | -1.1
CCn1cc(CN2CCN(Cc3ccc(C)o3)C(CCO)C2)c2ccccc21 (configuration not stated) | i | -3 | 0 | -0.7 | -8 | -1 | -11 | 0.2 | -5 | 1.0
COc1cccc(Oc2nnnn2-c2ccccc2)c1 | i | -1 | -2 | -0.3 | 0 | 0 | -4 | 0.3 | -11 | 4.7*

The results go on:
SMILES | Rpn11 block | SUMO1-SIM PPI | STEP block | LMPTP inh | NadD inh | DNMT1 block | CSN deneddyl inh | TbMetRS inhib | Scp-1 inhibitor | MsrA inhibitor
CC(C)C[C@H](NC(=O)N1CCn2c1nc1ccccc12)C(=O)N[C@@H](C(=O)O)c1ccccc1 | i | 4 | 0 | -0.9 | 5 | -3 | 1 | 0.5 | -4 | 0.0
Cc1cc(S(=O)(=O)Nc2cccc(C(=O)O)c2)c(C)c(S(=O)(=O)c2ccc(Cl)cc2)c1 | i | 17 | -3 | -0.4 | -2 | -1 | -2 | 4.2 | -8 | -0.1
CCCCN1C(=O)C(=O)NC[C@@H]1Cc1ccc(O)cc1 | / | 4 | / | -1.0 | 0 | / | -2 | -1.4 | / | -0.6
CC1CCCCN1C(=O)COc1ccc(F)cc1 (configuration not stated) | i | 2 | 3 | -0.7 | -3 | 0 | -2 | -0.4 | -4 | 0.2
CNc1ncc(C(=O)c2ccccc2)s1 | i | -16 | 1 | -0.5 | -4 | -1 | -1 | -0.3 | -2 | 3.6
Cc1cc(OCC(=O)NCc2cccnc2)ccc1[N+](=O)[O-] | i | 0 | 0 | -0.6 | -4 | -2 | 5 | -0.7 | -6 | 0.1
Cc1ccc(-c2nnc(SCc3ccccc3F)o2)cc1 | i | -2 | 1 | 1.1 | -6 | 1 | -4 | -1.7 | -4 | 1.7
COc1ccc(-n2c(=O)c3ccccc3n(Cc3cccc(C)c3)c2=O)cc1OC | i | 4 | 0 | 3.0 | -4 | 10 | -1 | -0.8 | -4 | 0.8
O=C(c1cc(COc2ccc(F)cc2F)on1)N1CCN(C2CCCC2)C(=O)C1 | i | -1 | -1 | -1.5 | 0 | 0 | 0 | -0.2 | -9 | 0.2
C=CCN1C(=O)c2ccc(C(=O)N3CCN(S(=O)(=O)c4ccc(C(C)C)cc4)CC3)cc2C1=O | i | -11 | 0 | 1.6 | -2 | -2 | -1 | -0.2 | -3 | 0.6
COc1ccc(C2CC(c3cccc(OC)c3)=NN2c2ccc(S(N)(=O)=O)cc2)cc1 (configuration not stated) | i | -1 | -3 | 1.9 | 4 | -15 | 1 | 0.5 | / | 2.3
O=C(Nc1cccnc1)c1c(F)cccc1F | i | -1 | -2 | -1.9 | -8 | 2 | 2 | -1.2 | -3 | -0.6
C/C(CC(=O)Nc1cccc(Cl)c1Cl)=N\NC(=O)C(=O)N1CCCC1 | i | 2 | -1 | -0.5 | -3 | 0 | -2 | 0.1 | 3 | 0.7
CCOC(=O)[C@]12CCCC=C1N(Cc1cccc3ccccc13)C(=O)[C@H](CC(=O)N1CCCC1)C2 | / | 3 | / | -0.8 | 8 | / | 1 | -1.3 | / | 0.6
O=C(O)CC(NCc1ccco1)C(=O)OCC1CCCO1 (configuration not stated) | i | 2 | -2 | 0.2 | 6 | 2 | -5 | -0.3 | -5 | -0.7
COc1ccc(C(NC(N)=O)c2ccccc2)cc1 (configuration not stated) | i | 0 | -5 | -1.0 | 9 | 1 | 7 | -0.6 | -5 | 1.0
Cc1cccc(N2C(=O)CN(Cc3ccccc3)C2=S)c1 | i | -2 | -1 | 0.4 | -7 | -1 | 0 | 0.1 | -16 | -0.1
COC(=O)c1ccc(SCc2cnc(Cl)s2)cc1 | i | 2 | 0 | 2.0 | -3 | -1 | 2 | 0.9 | -7 | -0.5
CCOc1ccccc1CNC(=O)c1cn(C)c(=O)c2c1c1ccccc1n2C | i | 13 | -2 | -0.3 | -10 | 19 | 1 | 0.2 | -3 | -1.5
COc1ccc(CNC(=O)C2CCC(=O)N(CCCN3CCCC3=O)C2)c(OC)c1 (configuration not stated) | i | 3 | -1 | -1.9 | -3 | 2 | -4 | 0.1 | -3 | 0.0
O=C(OCC(=O)N1CCN(c2ccccc2)CC1)c1ccc([N+](=O)[O-])s1 | i | 9 | 0 | -0.7 | 1 | 22 | 9 | 0.0 | -6 | 1.7
COc1ccc(N(CC(=O)NC2CCS(=O)(=O)C2)S(=O)(=O)c2ccc(Cl)c(Cl)c2)cc1 (configuration not stated) | i | 5 | -1 | 0.8 | -5 | -3 | 2 | -0.2 | -7 | -0.6
COc1ccc(NC(=O)CCN2CCN(S(=O)(=O)c3ccc(F)cc3)CC2)cc1 | i | 1 | -1 | -0.8 | -2 | -1 | 3 | 0.0 | -9 | -0.1
O=C(COc1ccccc1Cl)Nc1ccc(C(=O)c2ccc(C(=O)O)cc2)cc1 | i | -2 | 0 | 0.2 | -9 | -3 | 6 | -0.2 | -1 | 2.0
Cc1c(CCC(=O)NCC(=O)O)c(=O)oc2cc3occ(-c4ccccc4)c3cc12 | i | 23 | 3 | 5.0 | 0 | 1 | 6 | -0.9 | 0 | 3.8
COc1cc(NS(=O)(=O)c2cc(NC(C)=O)ccc2OC)c(OC)cc1NC(=O)c1ccccc1 | i | 10 | 14 | 6.8 | 4 | 11 | 3 | -0.2 | 36 | 1.1
CCn1cnc2cc(NCc3ccc(N(C)C)cc3)ccc21 | i | -1 | 2 | -0.5 | -6 | 3 | 4 | -0.3 | -7 | 2.3
O=C(Cc1ccccc1Cl)Nc1cccc(S(=O)(=O)N2CCOCC2)c1 | i | 1 | -3 | 1.4 | -1 | 2 | -1 | 1.2 | -10 | 0.3
Cc1ccc(C(=O)Nc2cccc([N+](=O)[O-])c2)cc1S(=O)(=O)Nc1ccc(C(=O)O)cc1 | i | 15 | 0 | -0.8 | -3 | 5 | 2 | 1.4 | -1 | 0.4
CN(C)C(=O)CSc1nc2cc(S(=O)(=O)N3CCOCC3)ccc2o1 | i | 0 | 5 | 0.5 | -4 | -1 | -3 | -0.2 | -18 | 0.8
Cc1ccc(NC(=O)CSCc2nc3c(nnn3Cc3ccc(F)cc3)c(=O)[nH]2)c(C)c1 | i | 2 | -1 | -0.9 | -1 | 1 | -9 | -0.7 | 5 | 0.4
O=C(CCS(=O)(=O)c1cccc2nonc12)NCc1ccc(Cl)cc1 | i | -33 | -2 | -0.4 | -5 | 1 | -7 | 0.5 | 0 | -0.4
N#Cc1cccc(C#N)c1NCC1CCCO1 (configuration not stated) | i | -1 | 1 | 0.5 | 0 | 0 | 3 | -0.3 | -1 | 1.1
COc1ccc(/C=C2\C(=O)ON=C2c2ccccc2)cc1OC | i | 6 | 0 | -0.8 | 8 | 2 | 3 | 0.4 | -5 | -1.5
CC(=O)Nc1ccc(S(=O)(=O)NC2=NCN(c3ccc([N+](=O)[O-])cc3)CN2)cc1 | i | -20 | 1 | -0.6 | -4 | -3 | 3 | -0.2 | 4 | 0.1
Cc1ccnc(SCC(=O)Nc2cc(C)on2)n1 | i | -1 | -1 | -0.6 | 2 | 3 | 5 | -0.2 | -5 | -1.1
